# AmpC inh det – blocks E. coli AmpC beta-lactamase in presence of detergent; P00811; purified AmpC, nitrocefin hydrolysis with detergent; 71,000 compounds, 0.09% hits; Potency, µM (titrated, usually from 28.7 µM), without a hit: at the highest dose activity change, negative = inhibition; active = well fitted curve in the direction sought with a large enough effect
# Target sequence (P00811 whole entry, looked up): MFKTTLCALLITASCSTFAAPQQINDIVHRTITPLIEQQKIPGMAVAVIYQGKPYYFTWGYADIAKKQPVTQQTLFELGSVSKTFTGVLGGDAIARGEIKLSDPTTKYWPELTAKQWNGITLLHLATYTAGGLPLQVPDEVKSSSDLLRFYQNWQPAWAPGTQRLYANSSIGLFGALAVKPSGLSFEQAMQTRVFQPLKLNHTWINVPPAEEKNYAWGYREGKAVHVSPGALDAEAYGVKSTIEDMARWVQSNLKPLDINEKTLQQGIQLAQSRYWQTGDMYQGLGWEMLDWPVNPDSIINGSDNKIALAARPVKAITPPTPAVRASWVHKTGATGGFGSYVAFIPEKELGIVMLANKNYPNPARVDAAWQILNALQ
#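 E. coli AmpC (5.3 nM) in 20 mM phosphate pH 7.0 with 0.01% Triton X-100, preincubated 15 min RT with compound; nitrocefin (2 uL of 800 uM stock) hydrolysis followed by 480 nm absorbance every 20 s over 4 min.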
# Active calls of the source: *; [ ] = another dose, or the depositor's remark. % is set by controls: 0 for no effect and ±100 for the full control effect; potency is the fitted concentration of half-maximal effect. An excerpt; the hit share may differ from the screen's.
# Preview:
no.	Compound	AmpC inh det
1	O=C(CCCN1C(=O)c2ccccc2C1=O)Nc1c2c(nc3c1CCC3)CCC2	-6%
2	OC1CCN(C(c2ccc3ncccc3c2)c2nnnn2C2CCCCC2)CC1 (configuration not stated)	-1%
3	CCCn1cc(S(=O)(=O)CC(=O)NC2CCCCC2)c2ccccc21	-1%
4	CN(C)C(=O)c1ccc(-c2cc(NCc3cccs3)ncn2)cc1	8%
5	Cc1cc(C)n2nc(C(=O)OCCOc3ccc(F)cc3)nc2n1	-1%

# The whole of this part, repeating the preview:
no.	Compound	AmpC inh det
1	O=C(CCCN1C(=O)c2ccccc2C1=O)Nc1c2c(nc3c1CCC3)CCC2	-6%
2	OC1CCN(C(c2ccc3ncccc3c2)c2nnnn2C2CCCCC2)CC1 (configuration not stated)	-1%
3	CCCn1cc(S(=O)(=O)CC(=O)NC2CCCCC2)c2ccccc21	-1%
4	CN(C)C(=O)c1ccc(-c2cc(NCc3cccs3)ncn2)cc1	8%
5	Cc1cc(C)n2nc(C(=O)OCCOc3ccc(F)cc3)nc2n1	-1%
6	C=CCn1c(O)c(C(C)=Nc2cc(OC)ccc2OC)c(=O)[nH]c1=O	-2%
7	COc1ccc(-n2nc(C(=O)NCC(=O)NCc3ccco3)c3ccccc3c2=O)cc1Cl	4%
8	CC1CN(Cc2nc3c(c(=O)n(C)c(=O)n3C)n2Cc2cccc(Cl)c2)CC(C)O1 (configuration not stated)	7%
9	CCOc1cc(C(=O)Nc2ncccn2)cc(OCC)c1OCC	-9%
10	Cc1ccc(NC2SC(=O)N(Cc3cccc(C(=O)O)c3)C2=O)cc1 (configuration not stated)	-3%
11	CC(C)C[C@@H](CC(=O)N[C@@H](CCC(=O)O)CC(=O)O)NC(=O)[C@@H]1CNCC[C@H]1NC(=O)C[C@H](CCCN)NC(=O)C[C@H](Cc1ccccc1)NC(=O)[C@@H]1CNCC[C@H]1N	-5%
12	O=c1oc2c3c4c(cc2cc1-c1nc2ccccc2[nH]1)CCCN4CCC3	8%
13	COc1ccc(C2CC3(CC(C)(C)NC(=O)N3)Oc3cc(O)ccc32)cc1 (configuration not stated)	12%
14	Cn1c(O)c(C=NC2CC(C)(C)NC(C)(C)C2)c(=O)n(C)c1=O	-2%
15	CC1CC(C)CN(C(=O)CCCn2c(=S)[nH]c3ccccc3c2=O)C1 (configuration not stated)	-3%
16	CC(=O)c1cccc(NC(=O)c2cccc(S(=O)(=O)N(C)C)c2)c1	-5%
17	CC(CCC(=O)O)(c1ccc(O)cc1)c1ccc(O)cc1	7%[5.75 µM]
18	N#CCSc1nnc(Cc2ccc3c(c2)OCO3)o1	8%
19	O=C1c2ccccc2C(=O)c2c(NC(=O)c3ccc4c5c(ncnc35)-c3ccccc3C4=O)cccc21	-2%[5.75 µM]
20	COc1cccc(Cn2c(=O)cnc3cnc(Nc4ccccc4)nc32)c1	-1%
21	CC(C)OC(=O)Cn1c(=O)oc2ccccc21	-5%
22	Cn1c(=O)oc2cc(S(=O)(=O)Nc3cccc(F)c3)ccc21	7%
23	CN1C(=S)SC(C)(C)C1(C)NO (configuration not stated)	0%
24	Cc1csc(NC(=O)CCc2nc3ccccc3s2)n1	-5%
25	COc1ccc2oc(=N)c(C(=O)Nc3ccccc3)cc2c1	-2%
26	COc1ccc(OC)c(N2C(=O)C(Cl)=C(N3CCCCC3)C2=O)c1	-3%
27	CC1Cc2ccccc2N1C(=O)CSc1nnnn1Cc1ccccc1 (configuration not stated)	11%
28	CCc1c(C)[nH]c2c1C(=O)[C@H](CN1CCOCC1)CC2	0%[12.8 µM]
29	Cn1c(C(=O)N2CCCCCC2)cc2c(=O)n(C)c3ccccc3c21	10%
30	Cc1ccc(S(=O)(=O)N2CCN(C3CC(=O)N(Cc4ccccc4)C3=O)CC2)cc1C (configuration not stated)	1%
31	CC(NS(=O)(=O)c1ccc(Br)cc1)C(N)=O (configuration not stated)	-5%
32	COc1cccc2cc(-c3nnc(SCC(=O)Nc4cc(C(F)(F)F)ccc4Cl)n3N)oc12	-5%
33	O=[N+]([O-])c1ccccc1O	11%
34	CC(=O)c1cccc(NC(=O)NCc2cccnc2)c1	-3%
35	Cc1c(Cl)cccc1NC(=O)c1cc(-c2ccc(O)cc2)on1	3%
36	COc1ccccc1CCC(=O)Nc1nc2ccccc2[nH]1	-2%
37	Cn1c(COc2ccccc2)nnc1SCCC(=O)Nc1ccccc1	24%
38	CC(=O)C1=C(C)NC(C)=C(C(C)=O)C1c1ccc(-c2ccccc2Cl)o1	-3%
39	CCCn1nnnc1NCc1ccccc1OCc1ccc(F)cc1	-6%
40	COc1cccc(C(=O)NCCC2=CCCCC2)c1OC	-4%
41	O=C(c1ccc(S(=O)(=O)Nc2ccccc2)cc1)N1CCOCC1	-4%
42	Cc1n[nH]c(C)c1S(=O)(=O)N1CCCC(C(=O)NC2CCCCC2)C1 (configuration not stated)	11%
43	c1ccc(NCCCNc2ccccc2)cc1	-6%
44	COc1ccc(C(=O)Nc2c(N)nc(SCC(=O)N3CCC(C)CC3)[nH]c2=O)cc1OC	7%
45	Cn1cc(CNC(=O)Nc2ccc3c(c2)OCO3)cn1	-4%
46	OCCNc1nc(OCC(F)(F)F)nc(N2CCN(C34CC5CC(CC(C5)C3)C4)CC2)n1	-2%
47	O=C(Cc1ccccc1)N1CCN(C(=O)c2cccs2)CC1	5%
48	COc1ccc(-c2nc3cnc(Oc4cccc(Cl)c4)nc3n(C[C@H]3CCCO3)c2=O)cc1	0%
49	Cc1cccc(NC(=O)Nc2ccc(C#N)cc2)n1	3%
50	CCC(Sc1ncccc1C(=O)OCCN1CCCC1=O)C(=O)NCc1ccco1 (configuration not stated)	-4%
51	CC(C)(C)OC(=O)NCCc1nnc(SCc2ccccc2Cl)o1	-3%
52	Cc1cc(C)c2[nH]c(=O)c(=O)[nH]c2c1	12%
53	CCCCn1c(CCNC(=O)CCC)nc2ccccc21	12%
54	O=C(O)C(Br)CBr (configuration not stated)	14%
55	CC(=O)Nc1ccc(S(=O)(=O)Nc2nc3c(s2)CCCC3)cc1	-5%
56	c1ccc(Oc2ccccc2)cc1	9%
57	CC(=O)Nc1ccc(S(=O)(=O)N(Cc2ccco2)CC2CCCO2)cc1 (configuration not stated)	1%
58	Cn1c(SCC(=O)N2CCCC2)nc2ccccc2c1=O	11%
59	Cc1ccc(Cn2ccc(NC(=O)c3cc(CC(C)C)on3)n2)cc1	8%
60	COc1cc(/C=C/C2=NC(=O)C(C)(C)O2)ccc1O	-2%

# Other structures.
no.	Compound	AmpC inh det
61	O=C(CS(=O)(=O)Cc1ccccc1)Nc1ccccn1	-6%
62	FC(F)(F)c1ccccc1-c1nc(NCc2cccs2)c2ccccc2n1	8%
63	Cc1ccc(NC(=O)Cn2c(=O)n(CCCC(=O)NCc3ccco3)c(=O)c3ccccc32)cc1	12%
64	CCc1ccc(N2CC(C)Cn3c2nc2c3c(=O)n(CCN3CCOCC3)c(=O)n2C)cc1 (configuration not stated)	11%
65	O=C(Oc1ccccc1)N1CCC2(CC1)CCN(c1ncccn1)CC2	-3%
66	CCOc1ccc(-c2nc(-c3ccncc3)no2)cc1OCC	1%
67	CCOc1ccc(NC(=O)c2nnn(CC(=O)Nc3ccccc3OCC)c2N)cc1	-8%
68	COc1cc(N(C)C)c(NC(C)=O)cc1C(=O)O	-4%
69	Cc1nc(C)c(C(=O)C2=C(O)C(=O)N(CCN(C)C)C2c2ccccc2)s1 (configuration not stated)	-1%
70	COc1ccc(S(=O)(=O)N[C@H](C(=O)O)C(C)C)cc1	-3%
71	N#Cc1nc(COc2ccc(F)cc2)oc1N1CCC(Cc2ccccc2)CC1	1%
72	COc1ccc2c3c(ccc2c1)N[C@H](C(=O)O)CC3	-2%[5.75 µM]
73	Cc1ccc(S(=O)(=O)C2(C(=O)N3CCCCC3C)CC2)cc1 (configuration not stated)	0%
74	CCOC(=O)c1ccc(N(CC(=O)NC2CCCC2)C(=O)CNC(=O)c2ccco2)cc1	2%
75	CC(C)CC1(C(=O)O)NC(c2ccccc2O)C2C(=O)N(C(C)C)C(=O)C21 (configuration not stated)	13%
76	COC(=O)c1cccc(NC(=O)CSc2nc3cccnc3n2C)c1	-4%
77	COc1ccc(CCNC(=O)c2cnn3cccnc23)cc1OC	-2%
78	Clc1cccc(OCCN2CCOCC2)c1	-3%
79	CCCC(=O)Nc1ccc(C(=O)NCCCn2ccnc2)cc1	-4%
80	O=C(c1cc2nc(-c3ccc(F)cc3)cc(C(F)(F)F)n2n1)N1CCOCC1	7%
81	O=C(CS(=O)(=O)c1c[nH]c2ccccc12)Nc1ccc2c(c1)OCCO2	-8%
82	O=C(NCc1ccccn1)C(F)(F)C(F)(F)C(=O)NCc1ccccn1	0%
83	COc1cccc(C2=NOC(C(=O)N3CCN(c4ccccc4)CC3)C2)c1OC (configuration not stated)	11%
84	Cn1nnnc1SCc1ccccc1F	6%
85	CCOC(=O)c1ccc(-n2ncc(C(=O)OCC)c2N)cc1	-1%
86	CCN(CC)S(=O)(=O)c1ccc(Cl)c(C(=O)OC)c1	-1%
87	Cc1cc(C)c(S(=O)(=O)N(CC(=O)N2CCCC2)C2CCCCC2)c(C)c1	-7%
88	COCCn1c(Cc2ccccc2)nnc1SCC(=O)Nc1cc(C)on1	2%
89	COc1cc(-c2nnc(SCC(=O)N(Cc3ccccc3)C(C)(C)C)o2)cc(OC)c1OC	-5%
90	Cc1[nH]c2ccccc2c1C(=O)COC(=O)C1CC(=O)N(Cc2ccco2)C1 (configuration not stated)	7%
91	CCCCOC(=O)C1=C(N)OC2=C(C(=O)CCC2)[C@]12C(=O)Nc1ccccc12	-1%
92	CCn1c(CNC(=O)Cc2ccc(OC)cc2)nnc1SCC(=O)Nc1nccs1	-2%
93	CCCn1c(SCC(=O)Nc2cccc(C(=O)OCC)c2)nnc1-c1ccoc1C	11%
94	CC1CCc2ccc(F)cc2N1S(=O)(=O)c1cccs1 (configuration not stated)	-5%
95	Cc1c(OCc2nn[nH]n2)ccc2c3c(c(=O)oc12)CCC(C)C3 (configuration not stated)	-3%
96	O=C(NC1CCCC1)NS(=O)(=O)c1ccccc1Cl	-4%
97	COc1ccc(C(=O)OCCN2C(=O)c3ccccc3C2=O)cc1OC	-3%
98	COCC(=O)N1CCC2(CCN(Cc3nccs3)CC2)CC1	-2%
99	COc1ccc(OC)c(S(=O)(=O)N(C)CC(=O)N2CCN(c3ccccc3F)CC2)c1	-3%
100	CN(C)c1ncc2nc(CCc3ccccc3)c(=O)n(C[C@H]3CCCO3)c2n1	1%
101	CCC(C)NC(=O)C1CCN(S(=O)(=O)N2CCCC2)CC1 (configuration not stated)	-4%
102	Cc1ccc(-c2c(C)n([O-])c3c([n+]2=O)CCCCC3)o1	6%
103	CCn1c(SCC(=O)c2cc(OC)ccc2OC)nc2c1c(=O)n(C)c(=O)n2C	-1%
104	c1nc(N2CCNCC2)c2cc(-c3ccoc3)ccc2n1	10%
105	CCN(c1ccccc1)S(=O)(=O)c1ccc(OCc2c(C)noc2C)cc1	-5%
106	COc1ccc(CSCCN)cc1Cl	10%
107	N#CCSCC(=O)Nc1ccccc1	-1%
108	CCOC(=O)c1c(CC(C)C)csc1NC=O	3%
109	CSCCC(NC(=O)c1cc(C(C)(C)C)oc1C)C(=O)O (configuration not stated)	11%
110	COc1ccc(OC)c(NC(=O)c2cc3n(n2)C(C(F)(F)F)CC(c2ccc4c(c2)OCO4)N3)c1 (configuration not stated)	4%
111	CN(Cc1ccccc1)Cc1nc2c(c(=O)n(C)c(=O)n2C)n1Cc1ccc(Cl)cc1	-12%
112	O=C(Nc1ccc(N2CCOCC2)cc1)C1CCCN(S(=O)(=O)c2ccccc2)C1 (configuration not stated)	2%
113	CC(OC(=O)c1ccco1)C(=O)NC1CCCCC1 (configuration not stated)	8%
114	CN(C)CCSS(=O)(=O)O	-3%[5.75 µM]
115	CC(=O)N(C)c1ccc(NC(=O)c2cnn(C)c2)cc1	10%
116	COn1c(C)c(C(C)=O)c2c3nonc3ccc21	-3%
117	CC(=O)CSc1ncnc2c1oc1ccccc12	-3%
118	CCOC(=O)C1CCN(C(=O)C2CCN(S(=O)(=O)N3CCCC3)CC2)CC1	0%
119	CCN(CC)c1nc2nonc2nc1N(CC)CC	-5%
120	O=S(=O)(c1cccs1)N1CN(Cc2cccs2)c2nc3ccccc3nc21	-3%

# Part of the list above, as labelled records:
[113] CC(OC(=O)c1ccco1)C(=O)NC1CCCCC1 (configuration not stated)
  AmpC inh det: 8%
[114] CN(C)CCSS(=O)(=O)O
  AmpC inh det: -3%[5.75 µM]
[115] CC(=O)N(C)c1ccc(NC(=O)c2cnn(C)c2)cc1
  AmpC inh det: 10%
[116] COn1c(C)c(C(C)=O)c2c3nonc3ccc21
  AmpC inh det: -3%

# The list goes on.
no.	Compound	AmpC inh det
121	Cn1c(=O)c2c(SCc3cccnc3)nc(CC(C)(C)C)nc2n(C)c1=O	12%
122	O=C(NCc1ccco1)c1ccc(Br)c(S(=O)(=O)N2CCCCC2)c1	7%
123	CC(=O)CCc1c(C)c2cccc(C)c2[nH]c1=O	10%
124	C=C(C)c1cccc(C(C)(C)NC(=O)N2CCN(C)CC2)c1	1%
125	O=S(=O)(NCCOCCNS(=O)(=O)c1ccccc1)c1ccccc1	10%
126	Cc1cc(C)cc(NC(=O)CN(C)S(=O)(=O)c2cnc[nH]2)c1	17%
127	COC(=O)Cn1c(C(=O)N2CCCC2)cc2c1C[C@H]1CN(C(=O)c3ccccc3)[C@@](Cc3ccc(F)cc3)(C(=O)OC)[C@@H]21	17%
128	CCOc1ccc2nc(NC(=O)C(NS(=O)(=O)c3cccs3)C(C)C)sc2c1 (configuration not stated)	0%
129	O=C(Nc1ccc(Cl)cc1C(=O)Nc1ccc(Br)cn1)c1ccco1	-7%
130	Cc1ccccc1NC(=O)C(C#N)Cc1cccnc1 (configuration not stated)	-2%

# Screens from PubChem BioAssay.
